Assay outcomes from PubChem BioAssay.
IDE cell inh = inhibitors of human insulin-degrading enzyme in cells. P14735. inhibition, % at 5.59 µM. AID 434962. HEK cells, FAbetaB cleavage, fluorescence polarization. 320,000 tested, 0.41% active;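 active = percent inhibition above the average of all tested compounds plus 3 SD, set per screening campaign, cut at about 16% in these data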;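 note: IDE supplied by intact live HEK cells; FP after avidin binding of uncleaved biotin substrate so inhibition keeps polarization high; 0% = DMSO wells and 100% = 60 µM reference IDE inhibitor Ii1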
UBC9 SUMO inh = SUMOylation inhibition | P63279 | HTRF SUMOylation assay, SAE1/SAE2 + UBC9, in vitro | inhibition, % at 35 µM | 290,000 tested, 0.36% active | AID 2006; in the data active = inhibition above about 50%, passing the limit was not always enough; note: strong numbers were not always called active
Target sequence (P63279 whole entry, looked up): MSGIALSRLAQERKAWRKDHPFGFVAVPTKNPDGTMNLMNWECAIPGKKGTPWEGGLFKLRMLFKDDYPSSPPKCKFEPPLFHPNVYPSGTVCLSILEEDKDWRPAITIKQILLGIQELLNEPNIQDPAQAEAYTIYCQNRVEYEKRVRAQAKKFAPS
pCIP destab = p/CIP protein destabilization; Q05BA5; F442A p/CIP-EGFP cells, EGFP fluorescence, 16 h; decrease of EGFP signal, % at 10 µM; 290,000 tested, 0.01% active; AID 1984;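 active = EGFP signal decrease of at least 30% at 10 µM or well 3 SD below plate mean, unless failing retest; inactive = the rest, including hits failing retest or dose response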; note: some compounds called inactive have numbers as strong as hits; many of its hits are not listed in these tables
VIM-2 inhibitor = inhibitors of Pseudomonas aeruginosa VIM-2 metallo-beta-lactamase | purified VIM-2, nitrocefin hydrolysis, epi-absorbance fluorescence | inhibition, % at 5.6 µM | 290,000 tested, 0.89% active | AID 1527;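 active = inhibition above the mean of all tested compounds plus 3 SD, cutoff set per screening run, cut at about 7.5% in these data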;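 note: red hydrolysis product quenches plate fluorescence so inhibitors raise well fluorescence; 0% = enzyme with DMSO and 100% = DMSO without enzyme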
FID counter = fluorescent intercalator displacement, NS3 helicase counter-screen; 290,000 tested, 0.17% active; DNA fluorescent intercalator displacement, fluorescence; inhibition, % at 7.9 µM; AID 1845; in the data active = inhibition above about 37%;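 note: 0% = vehicle and 100% = reference compound; higher means more ethidium bromide displaced from hairpin DNA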
PfM18AAP inh = PfM18AAP enzyme inhibition. inhibition, % at 7.35 µM. 290,000 tested, 1.2% active. recombinant PfM18AAP, H-Glu-NHMec fluorogenic cleavage;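 active = inhibition above the campaign mean inhibition over all tested compounds plus 3 SD, cut at about 28% in these data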;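 note: 0% = plate median of test compound wells and 100% = 2 mM ZnCl2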
IMP-1 inh = blocks Pseudomonas aeruginosa IMP-1 metallo-beta-lactamase; AID 1556; purified IMP-1, nitrocefin hydrolysis, epi-absorbance fluorescence; 290,000 tested, 0.45% active; inhibition, % at 5.6 µM;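 active = inhibition above the mean plus 3 SD of all compounds in the same screening run, cut at about 4.5% in these data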;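 note: 0% = IMP-1 with DMSO and 100% = DMSO wells lacking enzyme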
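System: purified recombinant IMP-1 beta-lactamase. Medium: Zinc- and detergent-supplemented HEPES buffer, pH 7.1. Compound: one 5.6 µM dose […]. Schedule: 15 min preincubation plus 25 min reaction at 25 °C. Technique: Epi-absorbance fluorescence, 480 nm excitation, 530 nm emission.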
IDE act = IDE (human) activation, cell-based. P14735. HEK cells, FAbeta-B cleavage, fluorescence polarization; 0% vehicle, 100% cell-free pure enzyme wells. activation, % at 5.96 µM. 340,000 tested, 0.073% active;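 active = activation above the mean of all tested compounds plus 3 SD, set per screening campaign, cut at about 17% in these data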
HCV NS3 hel inh = inhibitors of Hepatitis C virus NS3 helicase; NS3 helicase DNA unwinding, Cy5 molecular beacon fluorescence; inhibition, % at 10.9 µM; 290,000 tested, 0.56% active;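 active = inhibition above the mean of all tested compounds plus 3 SD, set per campaign, cut at about 35% in these data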;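 note: 0% = DMSO wells and 100% = thioflavine S control wells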
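Measured by: Cy5 fluorescence, 0 and 60 min reads / Assay system: NS3 helicase fragment of HCV / Control set: low DMSO, high thioflavine S at 110 µM / Times: 1 h reaction at 25 °C, ATP-initiated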
An asterisk follows results filed as active; · = no result given. Hits appear at their usual frequency. Share with any hit: about 3.6%.

SMILES	IDE cell inh	UBC9 SUMO inh	pCIP destab	VIM-2 inhibitor	FID counter	PfM18AAP inh	IMP-1 inh	IDE act	HCV NS3 hel inh
CCOc1ccc(NC(=O)C2CCCN2C(=O)NC2CCCCC2)cc1 (configuration not stated)	3	-5	3	-3.2	-8	0	-4.5	0	-4
O=C(N/N=C/c1ccc(Cl)cc1Cl)c1cccc(F)c1	9	-1	-12	-1.0	-10	4	-3.0	-16	2
CCOC(=O)c1ccccc1NC(=O)COC(=O)CCC(=O)N1CCOCC1	-2	1	0	2.3	-14	1	1.9	1	13
CCN1CCN(C(CNS(=O)(=O)c2ccc(Br)cc2)c2cccnc2)CC1 (configuration not stated)	-3	17	-12	-1.3	4	2	-2.1	2	-6
Cc1cc(SCC(=O)N/N=C/c2ccccc2C(=O)O)c(C)cc1Br	1	24	-9	-1.2	-29	-2	-2.4	4	-5
COc1ccc(CN2CC(=O)N(c3ccc(Cl)cc3)C2=S)cc1OC	3	-33	7	-1.6	-19	4	-0.2	2	-8
COC(=O)c1c(-c2ccc(C)cc2)csc1N	2	12	5	-1.7	4	9	-2.5	8	2
CSc1ccccc1-c1nnc(-c2ccc(Cl)c(Cl)c2)o1	2	0	-11	-0.3	-1	4	-3.3	1	-1
CC12CCC(=O)N1C(C(=O)NCCc1ccc(S(N)(=O)=O)cc1)CS2 (configuration not stated)	4	-7	-3	-1.9	-6	-3	-1.4	7	0
COc1ccc(NC(=S)NC(NC(C)=O)C(Cl)(Cl)Cl)c([N+](=O)[O-])c1 (configuration not stated)	4	6	-4	0.0	5	6	-1.1	2	-4
Cc1nn(Cc2noc(C(=O)NCc3ccccn3)n2)c(C)c1Br	-5	5	-4	-6.8	-25	3	-1.5	4	6
COc1ccc(C(OC(=O)c2ccco2)C(=O)NC2CCCC2)cc1OC (configuration not stated)	-8	-3	8	-1.7	-3	1	-3.4	3	-1
CC(C)CC(NC(=O)c1ccc(C#CC(C)(C)O)s1)C(=O)O (configuration not stated)	1	16	-1	-4.3	-7	3	-3.8	1	-2
COc1ccc(N2C(=NC(=O)C3CCCCC3)SC3CS(=O)(=O)CC32)cc1Cl (configuration not stated)	-2	5	2	0.1	-30	-1	-0.5	3	-8
O=C(COC(=O)c1ccco1)NCCNC(=O)COC(=O)c1ccco1	-1	6	-6	2.9	-3	-9	1.2	3	23
CS(=O)(=O)c1ccc(C(=O)OCC(=O)NC23CC4CC(CC(C4)C2)C3)cc1[N+](=O)[O-]	4	13	-1	-3.0	7	1	-4.7	4	-2
COC(=O)c1cc(NC(=O)c2cc3ccccc3o2)cc(C(=O)OC)c1	3	0	-3	0.7	-19	-4	1.6	7	-4
Cc1ccc(C(C)n2cc(C(=O)NCCN3CCN(C)CC3)nn2)cc1 (configuration not stated)	3	5	-8	-3.0	3	5	-0.1	0	-1
CCOc1ccc(C2C(=O)N(C3CCCCC3)CC(=O)N2CC2CCCO2)cc1OC (configuration not stated)	-6	14	-12	-1.5	-19	-6	-5.0	2	8
Cc1cc2oc3c(c(=O)c2cc1C)C(c1ccc(C(C)C)cc1)N(CCCN1CCOCC1)C3=O (configuration not stated)	1	-10	-5	-0.5	4	5	0.8	-6	-70

SMILES	IDE cell inh	UBC9 SUMO inh	pCIP destab	VIM-2 inhibitor	FID counter	PfM18AAP inh	IMP-1 inh	IDE act	HCV NS3 hel inh
COc1ccccc1Oc1ccc(N2CC(C(=O)OCC(=O)c3ccc(F)cc3)CC2=O)cc1 (configuration not stated)	·	8	4	-0.3	-34	-3	-0.2	-2	-27
CCC1=NN(C(=O)c2ccccc2Br)C(O)(c2ccc(Br)cc2)C1 (configuration not stated)	5	14	-10	-4.5	-27	12	-2.4	2	14
CNC(=O)c1c(NC(=O)c2ccc(S(=O)(=O)N3CC(C)OC(C)C3)cc2)sc2c1CCN(C(C)C)C2 (configuration not stated)	-5	9	-8	0.7	22	-7	0.3	0	-1
O=C(CSc1ccccc1)Nc1cccc(NC(=O)c2ccco2)c1	5	24	-21	-0.3	-6	5	-0.4	1	3
CCN(CC)CCNC(=O)c1ccc(NC(=O)c2ccc(Cl)c(S(=O)(=O)N3CCCCCC3)c2)cc1	2	14	-4	3.8	36	-16	-1.2	-3	-78
Cc1c(NC(=O)/C(=C/c2cccs2)NC(=O)c2ccccc2)c(=O)n(-c2ccccc2)n1C	0	2	14	-3.7	-10	2	-3.7	2	-4
CCOC(=O)c1cnc(SCC(=O)c2ccc3c(c2)OCCO3)nc1N	6	12	-9	-3.5	-3	7	-2.7	-2	-6
Cc1ccc2oc(=O)cc(CN3CCN(C/C=C/c4ccccc4)CC3)c2c1	6	-9	-14	-3.5	1	3	0.6	-8	-29
COc1ccc2c(CC(=O)OCC(=O)c3ccc(F)cc3)coc2c1	-2	1	-7	-1.9	-4	6	5.3*	4	1
Cc1ccc(S(=O)(=O)N/N=C\c2ccc3c(c2)OCO3)c(C)c1	-4	1	-10	-2.2	-15	-15	-1.3	8	-9
Cc1[nH]c2ccc(-c3n[nH]c(=S)n3C)cc2c1C	1	16	6	7.0	-7	26	1.5	4	1
Cc1cccc(NC(=O)CCC(=O)N/N=C/c2ccco2)c1C	-3	16	5	-1.2	-5	-4	-2.2	-2	2
COc1cc(/C=N\NC(=O)c2c(C)nc3cc(C)ccn23)ccc1O	-1	10	8	-1.1	-6	2	-2.9	2	9
NCC(c1ccccc1)(c1ccccc1)c1ccccc1	-2	0	-1	0.1	14	-11	-2.5	-2	-28
O=C(O)c1cccc(S(=O)(=O)Nc2ccccc2Cc2ccccc2)c1	-10	16	-10	-2.1	-23	1	-1.6	9	6
COc1ccc(/C=N/OCC(=O)N2CC3(C)CC2CC(C)(C)C3)cc1OC (configuration not stated)	-3	-5	2	-1.3	-38	-1	-2.0	-2	6
CC1CCN(S(=O)(=O)c2ccc3c(c2)c(=O)c(C(=O)NCc2ccccc2Cl)cn3C)CC1	7	9	-3	-1.1	0	-1	-2.1	·	-10
COc1ccc(NC(=S)N2CCC(C(=O)c3ccc(C)cc3)CC2)c(OC)c1	-6	11	-7	-5.0	-9	0	-3.7	-3	-7
CC(=O)c1cnc(Nc2cccc(Cl)c2Cl)s1	0	18	-5	-2.9	-8	3	-4.4	7	1
NS(=O)(=O)c1ccc(NC(=O)CSc2ccccn2)cc1	2	22	-6	-2.1	3	7	2.7	3	2

Sorted by value in IDE act (falling): three from the list above
Molecule | IDE cell inh | UBC9 SUMO inh | pCIP destab | VIM-2 inhibitor | PfM18AAP inh | IMP-1 inh | IDE act | HCV NS3 hel inh
Cc1[nH]c2ccc(-c3n[nH]c(=S)n3C)cc2c1C | 1 | 16 | 6 | 7.0 | 26 | 1.5 | 4 | 1
CCC1=NN(C(=O)c2ccccc2Br)C(O)(c2ccc(Br)cc2)C1 (configuration not stated) | 5 | 14 | -10 | -4.5 | 12 | -2.4 | 2 | 14
Cc1ccc2oc(=O)cc(CN3CCN(C/C=C/c4ccccc4)CC3)c2c1 | 6 | -9 | -14 | -3.5 | 3 | 0.6 | -8 | -29

Next compounds.
SMILES	IDE cell inh	UBC9 SUMO inh	pCIP destab	VIM-2 inhibitor	FID counter	PfM18AAP inh	IMP-1 inh	IDE act	HCV NS3 hel inh
COc1cc(C2CC(=O)c3cnc(NC(=O)c4ccco4)nc3C2)cc(OC)c1OC (configuration not stated)	6	12	2	-2.8	-36	8	-0.1	4	3
CCCc1nc2ccccc2c(=O)n1NC(=O)c1c(O)c2ccccc2n(C)c1=O	-3	-18	-12	-6.7	4	1	-2.2	9	-1
C=CCn1c(SCC(=O)Nc2nc(C)cs2)nnc1C(NC(=O)c1ccccc1)C(C)C (configuration not stated)	0	10	-20	-3.5	-30	-11	-2.0	2	-3
CCCn1c(=O)c2c(nc3n2CCS3)n(C)c1=O	4	9	-8	0.7	-1	-8	-0.1	3	10
O=C(COC(=O)c1c(Cl)cccc1Cl)Nc1ccccc1Br	6	-22	-2	-4.0	-13	2	-3.1	1	2
Cc1ccc(S(=O)(=O)N2CCN(CCO)CC2)cc1-c1nnc2c3ccccc3c(C)nn12	3	·	·	1.2	-1	1	-2.8	-1	9
Cc1ccc(CNC(=O)CS(=O)(=O)c2cn(CC(=O)N3CCOCC3)c3ccccc23)cc1	-2	4	-17	-2.0	-31	7	-2.7	-1	4
COc1ccc(CN2C(=NC(=O)c3ccccc3)SC3CS(=O)(=O)CC32)cc1OC (configuration not stated)	8	·	7	-1.1	-42	9	-1.4	2	-10
CCC(OCC(O)CN1CCCCC1)c1ccccc1 (configuration not stated)	5	4	5	-2.0	6	-4	-3.0	2	4
O=C(COc1ccccc1)Nc1nnc(S(=O)(=O)N2CCCC2)s1	0	16	0	-1.1	-20	2	-0.9	6	5
CCOCCCNC(=O)Cn1cnc2c(cnn2-c2ccc(C)c(C)c2)c1=O	0	2	-11	-1.1	-21	-4	4.2	2	-1
O=C(NC1CC2CCCC(C1)N2C(=O)NCc1ccccc1)C1CC1 (configuration not stated)	3	16	-3	-4.8	-5	-1	-2.8	4	-6
CC(Sc1ccccc1)C(=O)N1CCN(S(=O)(=O)c2ccc(Cl)cc2)CC1 (configuration not stated)	1	-6	-1	-0.8	-48	4	-2.4	-6	-3
Cc1onc(-c2ccccc2Cl)c1C(=O)Nc1cnn(Cc2ccccc2)c1	-1	-15	3	·	·	·	·	0	·
O=C(N/N=C/c1cccn1-c1ccc([N+](=O)[O-])cc1)c1cccnc1	-2	11	-15	-4.1	-15	15	-2.3	8	65*
COc1ccc(N(C(=O)Cn2nnc(-c3ccc(C)o3)n2)C(C(=O)NC2CCCC2)c2ccncc2)cc1 (configuration not stated)	-2	6	-12	-2.0	-36	-3	-3.7	0	12
Cc1ccc(NC(=O)COC(=O)c2ccccc2Nc2ccccc2)cc1	4	3	-19	-1.4	-1	-15	-0.5	7	18
O=C(CN(CC1CCCO1)C(=O)CNS(=O)(=O)c1ccc(Cl)cc1)NCc1ccccc1 (configuration not stated)	-8	13	-5	-3.0	-37	-1	-2.7	-2	-1
Cn1cccc1Cc1nnc(SCC(=O)Nc2ccc3c(c2)OCO3)n1-c1ccc(F)cc1	1	14	-6	-2.3	-28	8	-4.5	3	-1
COc1ccc(N(CC(=O)N2CCCCC2)S(=O)(=O)c2ccccc2)c(OC)c1	-3	22	-6	-2.0	-26	-2	-2.4	0	0

SMILES	IDE cell inh	UBC9 SUMO inh	pCIP destab	VIM-2 inhibitor	FID counter	PfM18AAP inh	IMP-1 inh	IDE act	HCV NS3 hel inh
Cc1ccc(-n2nnnc2SCC(=O)NNC(=O)c2ccc([N+](=O)[O-])cc2)cc1	4	27	0	-2.7	6	1	-0.7	-5	0
O=S(=O)(c1ccc(Cl)cc1)N1CCC2(CC1)OCCO2	-1	5	-4	-2.0	-14	-14	-2.7	0	-3
O=C(NC(Cc1ccccc1)C(=O)NC1CC1)OCc1ccccc1 (configuration not stated)	1	9	-6	0.8	-9	-2	-2.0	2	-3
COCCNc1oc(-c2ccco2)nc1S(=O)(=O)c1ccccc1	-2	10	-6	-0.6	-12	0	-2.4	7	13
CN(Cc1ccc(OCC(O)CN2CCCCC2)cc1)Cc1ccnc2ccccc12 (configuration not stated)	·	5	-18	-0.8	7	0	-1.4	4	-22
Clc1ccc(OCCN2CCCCC2)c(Cl)c1	-3	0	-9	-3.9	7	8	-1.4	-1	0
